bCat nuc transl: modulators of beta-catenin nuclear translocation; nuclear translocation activity, % at 5 µM; 0.3% of 190,000 active; AID 1665; HeLa beta-catenin nuclear translocation, immunofluorescence imaging;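 active = nuclear translocation activity above 50% at 5 µM, with a well cell count of 50 or more; inconclusive = wells under 50 cells across six images, flagged as toxic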;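 note: per-cell ratio of nuclear to cytoplasmic median beta-catenin stain intensity; plate controls were DMSO negative control for no effect and GSK-3 inhibitor IX positive control for full effect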
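test system = HeLa cells, endogenous beta-catenin | dosing = single 5 µM dose plus 0.02–20 µM confirmation series | times = compound treatment 24 h, 37°C, 5% CO2 | technique = beta-catenin immunofluorescence imaging with DAPI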
AID2073: disruptors of CaV2.2 binding to Mint1 – biochemical, HTRF (AID 2073). HTRF protein-protein interaction, Mint1-CaV2.2; higher % means a stronger effect. one-dose inhibition, % at 20 µM; IC50 in µM for titrated hits. 0.19% of 290,000 active; in the data active = inhibition mostly above about 51%, no sharp cut-off; inconclusive = no clear call, values can overlap the other calls; inactive = mostly below about 53%; note: some results filed as inactive read as strong as hits
MT stabilizer: stabilizes microtubules in HeLa cells; HeLa tubulin immunostaining HCS, 24 h; share of cells brighter than vehicle mean+2SD; % tubulin-high responders, % at 10 µM; 0.83% of 200,000 active; AID 2205;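 active = plate Z-score above 3 for both tubulin-high and condensed-nucleus cell shares, with cell loss under 80%, at 10 µM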;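 note: anti alpha tubulin signal scored within the nucleus-defined area of each cell; some results filed as inactive read as strong as hits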
WT yeast gro inh: growth inhibition of WT yeast, mitochondrial fusion screen; mitochondrial fusion phenotypic screen, WT strain; 2.1% of 190,000 active; inhibition, % at 10 µM; AID 1362; in the data active = inhibition above about 58%; tested in S. cerevisiae
Autophagy HCS: modulators of autophagy; MEF GFP-LC3 puncta imaging; test concentration mostly 10 µM; 0.98% of 190,000 active; calls only at 10 µM (by protocol);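 active = percentage of spot-positive cells more than 3 SD above its plate mean, without a fluorescence outlier flag or 80% toxicity; inconclusive = no clear call, values can overlap the other calls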;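 note: spot-positive cell cutoff set from DMSO-treated cells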
Ins promoter up: MIN6 insulin promoter up-regulation; MIN6 insulin promoter-GFP reporter, high-content imaging; active compounds read high; z-score at 5 µM; 0.3% of 190,000 active; AID 1625;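 active = z-score above 3 at 5 µM with at least 500 cells counted in the well; inconclusive = wells under 500 cells, flagged as cytotoxic or low count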
HIV peptide binding: cell-free HIV fusion peptide-binding blockers – biochemical, uHTS, fluorescence dequenching, primary screen (AID 1986); cell-free peptide binding, fluorescence dequenching, 30 min; higher % means a stronger effect; inhibition, % at 20 µM, or IC50 in µM where a hit was titrated; 0.3% of 290,000 active; in the data active = inhibition mostly above about 52%, no sharp cut-off; inactive = mostly below about 76%; note: some results filed as inactive read as strong as hits
Yfh1-depleted yeast: enhancers of respiration in Yfh1-depleted yeast, dose response, Friedreich's ataxia, plus single-dose screen (AID 1465); S. cerevisiae Yfh1-off respiration, WST-1 reduction, 72 h; higher fold induction means a stronger effect; fold induction at 50 µM, or EC50 in µM where a hit was titrated; 0.074% of 220,000 active;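 active = fold induction of absorbance versus untreated yeast above a set limit, then at least 30% activation at any dose in follow-up; inconclusive = repeats straddling the limit, or above it without dose testing; inactive = fold induction below the set limit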;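 note: activators that raise dye reduction in frataxin-depleted yeast; strong numbers were not always called active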
Dynein cargo inh: blocks dynein driven cargo transport along microtubules | 3617.4 mouse cells, GR-EGFP nuclear translocation imaging; test concentration mostly 20 µM; stimulated with dexamethasone, 1 µM; active compounds read low | z-score, hits read low | 0.47% of 220,000 active;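 active = plate z-score of nuclear minus cytoplasmic receptor signal below a set negative limit, without overly bright fluorescence or cell loss, cut at about -3.5 in these data, passing the limit was not always enough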;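 note: z-score of nuclear minus cytoplasmic ring GR-EGFP intensity difference per well; some compounds called inactive have numbers as strong as hits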
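Also added – dexamethasone, 1.0 µM final · Buffer or medium – tet-free, stripped-serum medium · Schedule – induction 48 h, compound 1 h, agonist 30 min · Detection – formaldehyde fixation, Hoechst nuclear stain, 10x automated fluorescence imaging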
WT yeast gro inh mutant strain: recorded beside WT yeast gro inh, whose call it bears; inhibition, %; mitochondrial fusion phenotypic screen, mutant strain inhibition
Dynein cargo inh cytoplasmic EGFP: recorded beside Dynein cargo inh, whose call it bears; z-score; measured here: cytoplasmic GR-EGFP intensity; active compounds read high
Dynein cargo inh nuclear GR-EGFP: also measured in Dynein cargo inh; calls as there; z-score; measured here: nuclear GR-EGFP intensity;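 lower value marks the stronger effect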
Dynein cargo inh cell count: second read-out of Dynein cargo inh, no call of its own (marks repeat the call); z-score; measured here: cell count per field
Ins promoter up cell count: recorded beside Ins promoter up, whose call it bears; cell count; measured here: cytotoxicity, nuclei count;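 total cells summed across four imaged fields per well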
bCat nuc transl cell count 5 µM: also measured in bCat nuc transl; calls as there; cell count; measured here: cell count, cytotoxicity flag
MT stabilizer Hoechst-high %: also measured in MT stabilizer; calls as there; % Hoechst-high responders; measured here: nuclear condensation Hoechst responders;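 share of cells brighter than vehicle mean plus two SD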
MT stabilizer cytotoxicity %: second read-out of MT stabilizer, no call of its own (marks repeat the call); toxicity, %; measured here: cytotoxicity by cell density;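 0% = mean cell density of plate MIN control wells and 100% = no cells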
Autophagy HCS cell loss 18 h: second read-out of Autophagy HCS, no call of its own (marks repeat the call); toxicity, %; measured here: cell loss, nuclei count;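 cell loss after 18 h compound exposure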
* = called active by the depositor; i = inactive; ? = inconclusive; / = no result given; + = active, no number.

SMILES	bCat nuc transl	bCat nuc transl cell count 5 µM	AID2073	MT stabilizer	MT stabilizer Hoechst-high %	MT stabilizer cytotoxicity %	WT yeast gro inh	WT yeast gro inh mutant strain	Autophagy HCS	Autophagy HCS cell loss 18 h	Ins promoter up	Ins promoter up cell count	HIV peptide binding	Yfh1-depleted yeast	Dynein cargo inh	Dynein cargo inh cytoplasmic EGFP	Dynein cargo inh nuclear GR-EGFP	Dynein cargo inh cell count
CCN(CC)c1ccc(S(=O)(=O)N2CCOCC2)cc1NC(=O)CNCc1ccccc1	-0.4	1094	10%	/	/	/	/	/	/	/	-0.27	1493	-0.4%	i	1	-0.25	0.46	-0.28
CCCC(C)C(=O)OCC(=O)NCc1ccc(OC)c(OC)c1 (stereo not drawn)	9.8	1154	17%	3.0	3.5	7.0	-14	3	i	3	-0.21	1104	-0.5%	i	-0.89	-0.21	-0.42	0.64
Cc1ccc2nc(-c3cc(-c4ccccc4)no3)cn2c1	-0.7	1251	32%	/	/	/	/	/	/	/	0.03	984	2.4%	i	-0.96	-0.23	0.28	0.48
COc1cccc(N=c2oc3c(C)ncc(CO)c3cc2C(=O)Nc2ccccc2OC)c1	-0.6	1306	39%	3.4	2.0	4.6	1	4	i	-24	-1.5	1618	0.0%	/	-0.89	-0.23	0.19	2.3
O=C(O)CN1CCN(c2ncc(C(F)(F)F)cc2Cl)CC1	-1.4	952	8%	4.7	2.1	6.7	9	14	i	12	-0.42	1437	-1.1%	i	1.8	-0.25	0.77	-0.69
Cc1ccc(COn2c(-c3ccc(Cl)cc3)nc3ccc([N+](=O)[O-])cc32)cc1	-4.9	1465	-9%	1.8	1.4	6.4	7	20	i	2	0.53	1339	-0.4%	i	0.11	0.017	-0.1	0.22
O=C(CS(=O)c1ccc(C(F)(F)F)cc1[N+](=O)[O-])Oc1ccc(Cl)cc1 (stereo not drawn)	/	/	-3%	5.3	2.3	8.8	-14	18	i	10	-0.98	965	4.9%	i	0.57	-0.24	0.3	1.1
NC(=O)c1ccccc1NC(=O)Nc1ccccc1Cl	-2.2	1081	-5%	1.9	4.7	8.3	-13	12	i	22	0.25	1231	2.7%	i	-0.39	-0.14	-0.034	0.55
COc1cc2c(cc1OC)CN(C(=O)c1ccc(S(=O)(=O)N3CCCC3)cc1)CC2	0.6	1354	-4%	/	/	/	/	/	/	/	-0.3	1131	-1.4%	i	-0.54	-0.1	-0.28	-0.11
C#CCOCCOCCOCCNc1nc(N2CCOCC2)nc(N2CCN(C(=O)[C@H](CCC(=O)O)n3cc(C(N)[C@H](C)CC)nn3)CC2)n1 (stereo partly drawn)	3.1	1053	-12%	0.8	0.6	4.9	-3	2	i	33	/	/	0.0%	i	1.8	-0.069	1.6	-2.1
Cc1cc(C)c(S(=O)(=O)NC(C)C)c(C)c1-n1cnnn1	-2.1	957	18%	2.9	1.7	5.3	-15	-13	i	6	0.72	1404	-0.7%	i	0.71	-0.3	0.98	-0.033
O=C(CC1CC2CCC1C2)Nc1nc(-c2ccccn2)cs1 (stereo not drawn)	1.5	1082	12%	9.7	0.5	5.7	74*	63*	i	16	1.3	962	-0.7%	i	-0.12	-0.071	-0.3	0.07
O=c1c2cc(N3CCOCC3)ccc2[nH]c(=S)n1CCN1CCCC1	/	/	33%	2.5	2.4	12	-3	-4	i	-3	0.31	1291	-3.1%	i	0.15	-0.19	0.64	0.43
COc1ccc2c(Cl)c(-c3nnc4n3CCCCC4)sc2c1	0.3	1191	0%	2.2	2.2	8.3	6	13	i	-11	0.12	1038	-1.2%	i	0.41	-0.22	0.65	0.55
Cc1ccccc1NC(=O)C1c2cccc[n+]2CC(=O)N1Cc1ccc2c(c1)OCO2 (stereo not drawn)	-0.5	1091	?	3.9	2.7	5.0	-6	-2	i	-2	0.41	1164	2.3%	i	-0.54	-0.26	-0.16	0.23
O=C(COC(=O)c1ccc(Cl)nc1)NCc1ccco1	-0.4	999	11%	2.7	2.3	6.8	-8	-1	i	6	-0.45	1742	0.7%	i	-0.082	-0.27	0.13	-0.22
Cc1cc(C)c(S(=O)(=O)NCCn2c(C)cc3ccccc32)c(C)c1	-3.4	1059	10%	7.8	3.1	7.9	13	12	i	4	0.03	2162	12%	i	-1.2	-0.18	-0.64	0.6
O=C(O)/C=C/C(=O)Nc1ccc(Cl)c(C(=O)O)c1	-1.6	1239	9%	/	/	/	/	/	/	/	0.02	1058	-0.5%	i	-0.12	-0.27	-0.079	0.8
COc1ccc(CCN(C)c2ccc(C(N)=O)cc2[N+](=O)[O-])cc1OC	-1.4	1111	2%	3.6	3.4	7.6	-4	7	i	9	-0.19	1227	-2.9%	i	0.83	-0.21	0.81	0.43
CC(C)CC(NC(=O)OC(C)(C)C)c1cn([C@@H](CCC(=O)OC(C)(C)C)C(=O)N2CCN(C(=O)OC(C)(C)C)CC2)nn1 (stereo partly drawn)	0.0	1188	-5%	3.1	1.0	11	10	4	i	-11	0.99	1364	0.9%	i	-0.23	-0.28	0.14	0.36
COc1ccc(C(C#N)Nc2ccccc2C)cc1 (stereo not drawn)	0.5	1356	-2%	3.8	1.9	9.6	-5	-4	i	-3	0.85	1354	-1.8%	i	1.1	-0.083	0.56	-0.77
CCCC(=O)OCC(=O)Nc1ccc2[nH]c(=O)[nH]c2c1	-0.7	1481	-1%	2.4	2.0	5.3	-10	3	i	23	0.17	1508	-1.6%	i	0.46	-0.27	0.56	-0.27
CCOC(=O)N1CCN(c2nnnn2-c2ccccc2)CC1	0.8	999	5%	1.7	1.6	4.2	-14	-2	i	-3	-0.72	1723	-0.8%	i	0.66	-0.13	1.2	-1.7
O=C(CSc1nnc(Cc2ccccc2)n1-c1ccc(Cl)cc1)N1CCOCC1	/	/	-5%	3.2	2.2	3.1	1	1	i	4	/	/	-2.2%	i	-0.23	-0.25	-0.31	-0.46

Continued, overlapping the part above by two compounds.
SMILES	bCat nuc transl	bCat nuc transl cell count 5 µM	AID2073	MT stabilizer	MT stabilizer Hoechst-high %	MT stabilizer cytotoxicity %	WT yeast gro inh	WT yeast gro inh mutant strain	Autophagy HCS	Autophagy HCS cell loss 18 h	Ins promoter up	Ins promoter up cell count	HIV peptide binding	Yfh1-depleted yeast	Dynein cargo inh	Dynein cargo inh cytoplasmic EGFP	Dynein cargo inh nuclear GR-EGFP	Dynein cargo inh cell count
CCOC(=O)N1CCN(c2nnnn2-c2ccccc2)CC1	0.8	999	5%	1.7	1.6	4.2	-14	-2	i	-3	-0.72	1723	-0.8%	i	0.66	-0.13	1.2	-1.7
O=C(CSc1nnc(Cc2ccccc2)n1-c1ccc(Cl)cc1)N1CCOCC1	/	/	-5%	3.2	2.2	3.1	1	1	i	4	/	/	-2.2%	i	-0.23	-0.25	-0.31	-0.46
Cc1cc(C(=O)OCC(=O)Nc2ccccc2F)c(C)o1	0.8	1288	-1%	1.9	1.2	0.6	-5	-4	i	1	-0.75	1579	-0.1%	i	-0.7	-0.22	-0.6	0.29
CCCc1nnc(NC(=O)c2cccs2)s1	-2.1	1356	0%	1.8	1.6	3.8	-23	9	i	-1	-0.23	1559	0.5%	i	-0.095	-0.23	-0.81	0.34
Cc1ccc2nc(N3CCN(c4cccc(C)c4C)CC3)c3nnnn3c2c1	5.8	1022	34%	1.8	1.2	5.4	5	22	i	10	0.15	1706	9.8%	i	-0.51	-0.14	0.35	0.45
COc1ccc(/C=c2\s/c(=C\C(=O)C(C)(C)C)[nH]c2=O)cc1O	-0.3	1260	-1%	/	/	/	/	/	/	/	1.7	907	-1.5%	i	1.9	-0.064	2	-1.9
CCN(CC)c1cc(C)c2cc(NC(=O)c3cccs3)ccc2n1	0.0	1114	-7%	2.7	2.9	3.0	-13	3	+	3.7*	0.37	1287	0.1%	i	-0.41	-0.2	-0.26	0.68
CCOc1ccc(C(=O)NCC(=O)OCc2c(F)cccc2Cl)cc1OCC	2.4	1091	3%	2.9	2.7	2.6	-3	-8	i	1	0.02	1481	-1.6%	i	0.7	-0.22	0.54	-1.1
Cc1nnc(NC(=O)c2nn(CC(C)C)c(=O)c3ccccc23)s1	0.7	1233	10%	1.6	2.2	3.6	3	6	i	-2	-1.4	1162	2.7%	i	-0.11	-0.29	0.76	-0.21
Cc1csc2c(N3CCN(C(=O)Nc4ccccc4)CC3)ncnc12	0.5	1340	5%	/	/	/	/	/	/	/	-1.2	978	-1.0%	i	-1.1	-0.23	0.086	-0.033
Cc1c(C(=O)NNC(=S)Nc2cccc(Cl)c2)nnn1-c1ccccc1	/	/	-12%	2.9	2.0	1.7	-18	-17	i	-2	-0.04	1229	5.4%	i	-0.45	-0.23	-0.15	0.29
CCOC(=O)C1CCCN(S(=O)(=O)c2ccccc2)C1 (stereo not drawn)	-1.2	1383	-5%	3.9	1.8	2.0	17	5	i	-3	-0.82	1489	-3.1%	i	-0.086	-0.54	0.083	0.9
CCOc1ccc(CN(CCO)CCO)cc1[N+](=O)[O-]	-1.6	1359	-6%	2.0	0.8	2.4	6	-11	i	28	-0.03	1507	-0.6%	i	-0.38	-0.17	-0.41	0.42
O=C(O)C1CCCN1C(=O)OCC1c2ccccc2-c2ccccc21 (stereo not drawn)	-0.7	1295	10%	/	/	/	/	/	/	/	-0.81	1399	-0.3%	i	0.18	-0.25	-0.18	0.41
CS(=O)(=O)N1CCN(C/C=C/c2ccccc2)CC1	1.3	1155	-2%	1.2	2.4	24	-3	11	i	5	1	854	-1.3%	i	0.75	-0.36	0.31	0.22

Screens (PubChem BioAssay)
